T cell HTS – T cell immune modulators affecting CD8 T cell-vesicle binding | 0.068% of 330,000 active | AID 2052 | 2C CD8+ T cell-vesicle binding, flow cytometry; stronger effect = lower value | calls only at 7 µM;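 active = response, share of CD8 T cells binding vesicles, and their 90th percentile fluorescence all below set limits, cut at about 80% in these data, passing the limit was not always enough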
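Benchmarks: naked versus QL9-loaded vesicles / Assay system: purified 2C TCR transgenic mouse naive CD8+ T cells / Technique: high-throughput flow cytometry with anti-B7-1 and anti-CD8 staining / Timing: Cell–vesicle co-incubation 1.5 h at 37 °C, staining 20 min on ice / Read-out: percent CD8+ FL2 mean versus row control / Probe or stimulus: QL9-loaded Drosophila micro-vesicles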
NTR1 agonist – NTR1-driven beta-arrestin-GFP spot formation – imaging, U2OS cells, high content, primary screen (AID 493036); P30989; agonist mode; activation, % at 20 µM; 0.17% of 330,000 active;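 active = activation at or above 40% of the spot to cytoplasm intensity ratio, with at least 20 cells analyzed; inconclusive = wells under 20 cells, flagged as cytotoxic or low count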;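 also: 0% = DMSO without peptide and 100% = 100 nM NTR1 peptide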
Target sequence (P30989 whole entry, looked up): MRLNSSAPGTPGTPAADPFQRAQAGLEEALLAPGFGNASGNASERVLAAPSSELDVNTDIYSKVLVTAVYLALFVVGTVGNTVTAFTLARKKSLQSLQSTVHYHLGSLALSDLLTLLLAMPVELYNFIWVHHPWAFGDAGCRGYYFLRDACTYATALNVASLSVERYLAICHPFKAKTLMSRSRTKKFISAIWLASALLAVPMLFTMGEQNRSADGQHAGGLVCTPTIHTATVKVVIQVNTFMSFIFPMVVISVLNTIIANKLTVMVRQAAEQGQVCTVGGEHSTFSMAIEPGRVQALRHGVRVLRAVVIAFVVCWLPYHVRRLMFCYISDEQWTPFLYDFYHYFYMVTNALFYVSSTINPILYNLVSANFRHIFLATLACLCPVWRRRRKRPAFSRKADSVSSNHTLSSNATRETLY
TNAP activation fold – human TNAP enzyme activators, primary screen, biochemical, luminescent, no phosphate acceptor, uHTS (AID 1001) | purified TNAP, luminescent activation assay, no phosphate acceptor; higher activation fold means a stronger effect | activation fold at 20 µM; hits with a dose series show EC50 in µM | 0.03% of 200,000 active; in the data active = activation fold from about 3, or a potency from the dose series; inactive = the rest, 99 in 100 with activation fold below about 1.6; also: many of its hits are not listed in these tables
Salmonella PhoP GFP – PhoP-dependent GFP reporter repression – Salmonella Typhimurium, primary screen (AID 1863) | one-dose inhibition, % at 50 µM; IC50 in µM for titrated hits | S. Typhimurium PhoP-regulated promoter GFP reporter, 4 h; higher % means a stronger effect | 0.16% of 300,000 active;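 active = inhibition over 29.93%, a cutoff 3 SD above the screen mean, later confirmed by dose response; inconclusive = inhibition over 29.93% but no dose response follow-up; inactive = inhibition at most 29.93% or unconfirmed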;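 also: 0% = low Mg2+ inducing control and 100% = high Mg2+ repressing control; strong numbers were not always called active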
UTI89 phage lysis – protection from phage-mediated lysis, alamar blue read-out – E. coli UTI89, K1F phage, bacterial capsule biogenesis inhibitors (AID 488966); inhibition, % at 100 µM, or IC50 in µM where a hit was titrated; 0.02% of 340,000 active; E. coli UTI89 K1F phage lysis, alamar blue, 2 h; higher % means a stronger effect;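 active = phage lysis inhibition, versus mean bacterial control, above a set limit; inconclusive = no clear call, values can overlap the other calls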;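 also: capsule biogenesis inhibitors block K1F phage lysis so surviving cells raise fluorescence; higher fluorescence means more inhibition of phage lysis; actives were called in the ten point dose series up to 300 µM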
SV40 large T antigen – SV40 large T antigen inhibitors, biochemical (AID 1903). SV40 large T antigen ATPase/helicase inhibition assay; higher % means a stronger effect. inhibition, % at 20 µM, or IC50 in µM where a hit was titrated. 0.39% of 310,000 active; in the data active = a potency from the dose series; inconclusive = inhibition mostly from about 32% at the one dose, without a potency; inactive = the rest, 99 in 100 with inhibition below about 32%; also: strong numbers were not always called active
MgcRacGAP inhibition – MgcRacGAP GTPase-activating activity inhibitors, confirmation, biochemical, ADP Hunter fluorescence; inhibition, % at 30 µM; hits with a dose series show IC50 in µM; MgcRacGAP-stimulated Rac1 GTP hydrolysis, ADP Hunter fluorescence; higher % means a stronger effect; GST-tagged Rac1 F28L mutant substrate; AID 624330; 0.6% of 340,000 active;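 active = first-screen hits whose inhibition reached a set limit at any dose in the follow-up dose series; inconclusive = inhibition above the set first-screen limit but never retested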;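 also: fluorescence reports GDP produced by GAP-driven GTP hydrolysis; strong numbers were not always called active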
RSV antiviral HEp-2 – RSV antiviral activity via CPE protection, HEp-2 cells, primary 10 µM value included (AID 2391); HEp-2 cells, RSV-induced CPE inhibition; higher % means a stronger effect; CPE inhibition, % at 10 µM; hits with a dose series show IC50 in µM; 0.13% of 310,000 active; in the data active = a potency from the dose series; inconclusive = CPE inhibition mostly from about 23% at the one dose, without a potency; inactive = the rest, 99 in 100 with CPE inhibition below about 21%; also: strong numbers were not always called active
Myeloid diff MLP – promotes myeloid progenitor differentiation; calls only at 10 µM; ER-HoxA9 myeloid progenitors, lysozyme-GFP differentiation, flow cytometry; 1% of 360,000 active; AID 624256;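 active = normalized GFP-positive differentiation at or above the plate's own cutoff, the solvent-only control mean plus 3 SD; inconclusive = no clear call, values can overlap the other calls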;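 also: cells exposed to compound for four days before flow analysis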
T cell HTS vesicle-bound % – second read-out of T cell HTS, no call of its own (marks repeat the call); double positive events, %; measured here: CD8+ vesicle-bound cell fraction;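 binding gate set so that unloaded-vesicle control wells show 10% double positive cells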
NTR1 agonist cell count 20 µM – recorded beside NTR1 agonist, whose call it bears; cell count; measured here: cell count, cytotoxicity flag
Myeloid diff MLP GFP+ MAC1+ % – second read-out of Myeloid diff MLP, no call of its own (marks repeat the call); GFP+ MAC1+ double positive, %; measured here: differentiation confirmed by MAC1 staining
The depositor's hits bear a star; i = inactive; ? = inconclusive; . = no result given; + = active, no number; [ ] = another dose, or the depositor's remark.

SMILES	T cell HTS	T cell HTS vesicle-bound %	NTR1 agonist	NTR1 agonist cell count 20 µM	TNAP activation fold	Salmonella PhoP GFP	UTI89 phage lysis	SV40 large T antigen	MgcRacGAP inhibition	RSV antiviral HEp-2	Myeloid diff MLP	Myeloid diff MLP GFP+ MAC1+ %
CC1CC1C(=O)Nc1nc2ccc(S(C)(=O)=O)cc2s1 (stereo not given)	i	20	-0.7	44	.	-3%	-0.1%	8%	1%	2.0%	?	.
O=C(Cc1ccccc1)N/N=C/c1cc(Br)c(Br)o1	i	48	2.2	84	1	1%	-4.4%	8%	-2%	2.2%	i	1.3
O=C(NN1C(=O)C2C3c4ccccc4C(c4ccccc43)C2C1=O)C1CC1 (stereo not given)	i	43	-0.1	91	1.1	0%	-0.1%	15%	6%	1.4%	i	0.1
Cc1cc(C)c(C(=O)Nc2ccc(S(=O)(=O)Nc3ccccn3)cc2)c(C)c1	i	14	0.9	37	.	-3%	0.1%	10%	4%	-0.3%	i	0.2
Nc1ccc(NC(=O)c2cccs2)cc1	i	19	1.4	22	1.1	9%	0.4%	37%	24%	-1.3%	i	0.6
Oc1ccc(Br)cc1CNn1cnnc1	i	9	-0.5	36	1.1	1%	0.1%	14%	3%	.	i	3.8
COCc1[nH]nc2c1C(c1ccsc1)C(C#N)=C(N)O2 (stereo not given)	i	22	0.8	90	1.1	8%	-0.3%	7%	5%	0.7%	i	0.5
O=C(c1cccc([N+](=O)[O-])c1)c1ccc2[nH]c(=O)[nH]c2c1	i	27	-0.7	53	.	-2%	-0.4%	4%	6%	14%	i	0.5
COc1ccc([C@H]2/C=C\CN(S(=O)(=O)/C=C/c3ccccc3)[C@@H](C)C(=O)N2Cc2ccc(F)cc2)cc1	i	22	-3.0	95	.	-1%	0.6%	13%	0%	2.3%	+	5.0*
Nc1cc(=O)[nH]c(SC/C=C/c2ccccc2)n1	i	16	2.0	45	1.1	12%	0.0%	2%	17%	-0.1%	i	1.0
COc1cc(NC(=O)CCc2nc(-c3cccs3)no2)cc(OC)c1OC	i	60	0.1	77	1.1	-8%	2.6%	-1%	1%	6.2%	i	0.5
Cc1cc(NC(=O)c2ccccc2C)ccc1NC(=O)c1ccccc1Cl	i	35	-0.5	62	.	-4%	-0.3%	8%	2%	1.1%	i	0.4
COc1ccc(Nc2ncc(C(=O)O)c3ccccc23)cc1	i	11	-0.6	60	1.1	-7%	-3.3%	18%	8%	-0.1%	i	6.4
Cc1cc(C)nc(SCC(=O)Nc2nonc2N)n1	i	8	0.0	41	1.1	-6%	-0.2%	8%	8%	3.9%	i	0.5
COc1ccc(C2=Nn3c(nnc3-c3ccccc3F)SC2)cc1OC1CCCC1	i	35	16	53	.	.	0.3%	.	0%	.	i	0.8
CC1CCc2c(sc3nc(CN4CCOCC4)nc(Sc4ccccc4)c23)C1 (stereo not given)	i	7	-1.2	78	1	-18%	0.4%[50 µM]	10%	8%	1.9%	i	0.3
COc1ccc(C2(CNC(=O)c3ccc(OCC(C)C)cc3)CCOCC2)cc1	i	13	-1.3	50	1.1	-2%	-0.9%	4%	3%	0.8%	i	0.4
Cc1c(NC(=O)Nc2ccc(Cl)cc2)c(=O)n(-c2ccccc2)n1C	i	31	0.7	58	1	-4%	1.8%	14%	6%	-0.1%	i	6.0
Cc1ncc2c(c1OC(=O)c1ccc([N+](=O)[O-])cc1)COC(C)(C)OC2	i	50	3.4	37	1.1	1%	-0.2%	6%	9%	0.8%	i	1.4
Cc1ccc(C)c(NC(=O)Cn2nc(C(F)(F)F)cc2C2CC2)c1	i	9	2.6	61	1.2	-4%	1.2%	-3%	5%	1.0%	i	13
COC(=O)C1=C(C)N(C)C(C)=C(C(=O)OC)C1c1ccccn1	i	44	-0.4	48	1.1	1%	0.6%	4%	4%	0.6%	i	0.8
COc1cc2c(cc1OC)C(C)N(S(=O)(=O)c1cn(C)c(C)n1)CC2 (stereo not given)	i	52	0.3	69	.	-7%	.	1%	.	1.3%	i	0.3
Cc1ccc(N(C(=O)CCC(=O)Nc2cc(C)on2)C(C(=O)NC2CCCC2)c2cccs2)cc1 (stereo not given)	i	41	0.5	49	1.1	2%	1.9%	2%	7%	2.9%	i	0.5
CCn1c(SCC(=O)N(C)CC(=O)Nc2ccc(F)c(F)c2F)nnc1-c1ccco1	i	35	-1.1	49	.	-4%	0.7%[50 µM]	11%	8%	1.1%	i	3.9
Cc1ccc([N+](=O)[O-])cc1N/C=C/C(=O)c1ccco1	i	50	0.0	51	1.1	4%	0.2%	6%	6%	0.2%	i	1.2
CCCCc1cc(=O)oc2cc(OC3CCCCC3=O)ccc12 (stereo not given)	i	43	3.6	94	.	.	-0.1%	8%	-9%	1.8%	i	0.9
C=CCN1C(=O)C(Cc2ccccc2)SC1=Nc1ccc(C(=O)O)cc1 (stereo not given)	i	53	2.2	50	1	-14%	0.4%[50 µM]	26%	5%	5.4%	i	0.9
CN(C)c1ccc(C(CNC(=O)c2ccc(F)cc2)c2c[nH]c3ccccc23)cc1 (stereo not given)	i	52	3.0	70	1	1%	0.4%	3%	3%	13%	i	0.3
Cc1nc2ccc(NC(=S)NC(C)C)cc2nc1C	i	35	5.3	84	1	-4%	0.5%	10%	4%	0.7%	i	1.0
CN(CC(=O)Nc1ccc(F)cc1)C(=O)CNC(=O)C1CCCCC1	i	42	-0.3	71	.	.	0.8%[50 µM]	.	5%	0.3%	i	0.3
CCOC(=O)c1c(NC(=O)COC(=O)c2ccccn2)sc(C(=O)N(C)C)c1C	i	21	0.2	58	.	3%	1.6%[50 µM]	-3%	6%	-1.5%	i	0.4
Cc1nc(-c2ccc(F)cc2)c(CC(=O)N(C)CC(=O)Nc2ccccc2C(F)(F)F)s1	i	38	-0.1	51	.	-1%	-0.1%[50 µM]	11%	0%	-0.5%	i	1.2
CC(=O)NCCCc1nc2ccccc2n1Cc1ccccc1F	i	17	-0.6	45	.	.	0.2%	3%	10%	1.0%	i	0.3
COc1ccccc1-n1cnc(N)c1C(C)=O	i	34	-0.4	49	1.2	2%	0.7%	5%	13%	1.9%	i	0.8
O=C(Cc1ccccc1)NN1C(=O)C2C3C=CC(C4CC34)C2C1=O (stereo not given)	i	33	0.1	74	1.1	-6%	1.5%[50 µM]	12%	2%	1.4%	i	2.3
CCn1c(=O)c(C(C)=O)nc2ccccc21	i	39	-0.7	50	1.1	-2%	0.2%	8%	6%	2.8%	i	0.6
O=c1c2ccccc2nc(/C=C/c2cccnc2)n1CCc1ccccc1	i	17	6.2	58	.	4%	13%	7%	13%	2.8%	i	0.5
O=C1C(=O)N(CCN2CCOCC2)C(c2cccnc2)/C1=C(/O)c1ccccc1 (stereo not given)	i	29	3.0	69	1	2%	.	1%	.	0.1%	.	.
O=C(C1CCN(C2CCN(Cc3ccc4c(c3)CCO4)CC2)CC1)N1CCCC1	i	24	0.1	49	1	-5%	0.2%	20%	11%	-3.0%	i	0.7
CCN(c1ccccc1)S(=O)(=O)c1ccc(Cl)c(C(=O)NCCc2ccc(OC)cc2)c1	i	58	4.3	70	1.1	8%	1.2%[50 µM]	-6%	8%	9.5%	i	1.8
COc1ccc(C(C)(C)C)cc1NS(=O)(=O)c1cccc2cccnc12	i	32	5.1	93	.	13%	-0.4%[50 µM]	1%	-2%	6.2%	i	0.5
COc1cc(C(=O)Nc2ccc(S(=O)(=O)Nc3nccc(C)n3)cc2)cc(OC)c1OC	i	41	-2.2	46	1.1	0%	-0.4%	1%	8%	-1.2%	i	1.2
COc1ccccc1CNC(=O)CSCc1cnn(-c2ccccc2)c1-n1cccc1	i	25	1.0	64	1.3	0%	0.9%	6%	2%	?	i	1.0
COc1ccc(-n2cc(-c3ccc(Br)cc3)[nH]c2=S)cc1	i	49	0.6	56	1	-1%	0.1%	12%	8%	1.0%	i	0.1
CCOc1ccc(C(=O)NCC(=O)NCC(c2ccco2)N2CCCCC2)cc1OCC (stereo not given)	i	42	-0.6	59	.	-8%	-1.1%	20%	6%	-1.5%	i	0.5

Some of the entries above in a different format.
Sequence of screens: T cell HTS | T cell HTS vesicle-bound % | NTR1 agonist | NTR1 agonist cell count 20 µM | TNAP activation fold | Salmonella PhoP GFP | UTI89 phage lysis | SV40 large T antigen | MgcRacGAP inhibition | RSV antiviral HEp-2 | Myeloid diff MLP | Myeloid diff MLP GFP+ MAC1+ %
Cc1nc(-c2ccc(F)cc2)c(CC(=O)N(C)CC(=O)Nc2ccccc2C(F)(F)F)s1
 : i | 38 | -0.1 | 51 | . | -1% | -0.1%[50 µM] | 11% | 0% | -0.5% | i | 1.2
CC(=O)NCCCc1nc2ccccc2n1Cc1ccccc1F
 : i | 17 | -0.6 | 45 | . | . | 0.2% | 3% | 10% | 1.0% | i | 0.3
COc1ccccc1-n1cnc(N)c1C(C)=O
 : i | 34 | -0.4 | 49 | 1.2 | 2% | 0.7% | 5% | 13% | 1.9% | i | 0.8
O=C(Cc1ccccc1)NN1C(=O)C2C3C=CC(C4CC34)C2C1=O (stereo not given)
 : i | 33 | 0.1 | 74 | 1.1 | -6% | 1.5%[50 µM] | 12% | 2% | 1.4% | i | 2.3
CCn1c(=O)c(C(C)=O)nc2ccccc21
 : i | 39 | -0.7 | 50 | 1.1 | -2% | 0.2% | 8% | 6% | 2.8% | i | 0.6

Next section:
SMILES	T cell HTS	T cell HTS vesicle-bound %	NTR1 agonist	NTR1 agonist cell count 20 µM	TNAP activation fold	Salmonella PhoP GFP	UTI89 phage lysis	SV40 large T antigen	MgcRacGAP inhibition	RSV antiviral HEp-2	Myeloid diff MLP	Myeloid diff MLP GFP+ MAC1+ %
CCC(=O)c1cc2c(cc1NC(=O)c1cccs1)OCCO2	i	27	1.3	69	1.2	1%	4.6%	-2%	7%	1.4%	i	0.9
CC(=O)Nc1scc(C)c1-c1nc2ccccc2s1	i	30	7.1	48	.	1%	0.5%	5%	8%	5.8%	i	0.5
COc1ccc(-n2c(CN3CCC(C(N)=O)CC3)nc3ccc([N+](=O)[O-])cc3c2=O)c(OC)c1	i	22	1.0	59	1	-9%	-0.2%	15%	6%	1.7%	i	0.7
COc1ccc(C2=Nn3c(C)nnc3SC2)cc1	i	26	0.1	71	.	7%	0.4%	10%	11%	2.2%	i	4.6
